# Source: PubChem (several laboratories)
# MCL1 BIM primary = MCL1-BIM-BH3 interaction inhibition (human); Q07820; inhibition, % at 10.9 µM; AID 2057; 0.68% of 320,000 active; GST-MCL1 / FITC-Bim-BH3 fluorescence polarization;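 active = inhibition above the mean inhibition of all tested compounds plus 3 SD, set per campaign, cut at about 40% in these data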;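 also: 0% = DMSO wells and 100% = unlabeled Bim-BH3 peptide control; higher means more loss of mP so more displacement of Bim peptide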
# MEX-5 binding = C. elegans MEX-5 TCR-2 RNA binding activity | Q9XUB2 | AID 1832 | 0.38% of 300,000 active | activity score (negative = inhibition of binding), % at 10 µM | MEX-5/FITC-TCR2 RNA binding, fluorescence polarization; stronger effect = lower value;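 active = inhibition past about -25% in most replicates, and total fluorescence under double the plate's negative control median, limit read from the data; inconclusive = replicates evenly split on the limit, or fluorescence at least double controls; inactive = too little inhibition in most replicates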;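 also: 0% = DMSO and -100% = 5 µM competing unlabeled TCR2 RNA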
# TPT1 inh = C. albicans TPT1 enzyme inhibition | recombinant caTPT1, FP RNA substrate dephosphorylation | inhibition, % at 5 µM | 0.81% of 300,000 active | AID 1962;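 active = inhibition above the mean of all tested compounds plus 3 SD, set per screening campaign, cut at about 24% in these data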;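 also: plate controls were DMSO alone for no effect and ferristatin control at 100 nM for full effect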
# PAD4 FP inh = blocks human protein arginine deiminase 4; recombinant PAD4, RCA probe fluorescence polarization; inhibition, % at 6.36 µM; 0.41% of 330,000 active; AID 485272; Q9UM07;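 active = percent inhibition above a cutoff equal to the mean of all tested compounds plus 3 SD, cut at about 15% in these data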;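 also: 0% = PAD4 with RCA probe and DMSO and 100% = probe without PAD4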
# GSTO1 counter = GSTO1 inhibition, counter-screen for RBBP9 inhibitors. P78417. recombinant GSTO1, activity-based probe fluorescence polarization. inhibition, % at 5.96 µM. 1.1% of 300,000 active;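 active = inhibition above the campaign mean inhibition plus 3 SD, cut at about 35% in these data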;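 also: 0% = GSTO1-1 with DMSO and 100% = wells lacking GSTO1-1 enzyme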
# GLD-1 RNA inh = GLD-1-TGE RNA interaction inhibition (C. elegans). purified GLD-1 + fluorescein TGE RNA, fluorescence polarization. inhibition, % at 5.96 µM. 0.44% of 320,000 active. AID 2280;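 active = percent inhibition above a per-plate cutoff, the plate mean of test compounds plus 3 SD, cut at about 30% in these data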;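 also: 0% = DMSO wells with GLD-1 and probe and 100% = wells lacking GLD-1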
# Target sequence (Q17339 whole entry, looked up): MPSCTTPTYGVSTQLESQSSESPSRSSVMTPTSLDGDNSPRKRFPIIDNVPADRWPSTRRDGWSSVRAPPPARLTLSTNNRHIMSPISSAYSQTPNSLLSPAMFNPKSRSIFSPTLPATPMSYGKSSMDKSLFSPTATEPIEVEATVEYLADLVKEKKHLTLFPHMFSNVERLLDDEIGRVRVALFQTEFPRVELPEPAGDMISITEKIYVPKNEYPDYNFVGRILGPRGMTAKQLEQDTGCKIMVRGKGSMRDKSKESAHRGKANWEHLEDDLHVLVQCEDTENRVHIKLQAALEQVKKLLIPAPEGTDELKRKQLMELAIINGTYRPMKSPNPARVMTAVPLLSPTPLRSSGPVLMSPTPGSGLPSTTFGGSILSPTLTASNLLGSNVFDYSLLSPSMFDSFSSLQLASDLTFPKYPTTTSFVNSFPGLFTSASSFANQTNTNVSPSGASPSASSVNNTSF
# Fam108B inh = blocks mouse Fam108B hydrolase in RBBP9 counter-screen; recombinant Fam108B, FP-Rh probe fluorescence polarization; 0.33% of 300,000 active; inhibition, % at 9.51 µM;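 active = inhibition above the screen mean inhibition plus 3 SD, computed separately per campaign, cut at about 18% in these data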;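 also: inhibitors lower polarization as less probe binds the enzyme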
# PME-1 primary = blocks human protein phosphatase methylesterase 1; recombinant PME-1, FP-Rh probe fluorescence polarization; inhibition, % at 5.9 µM; 0.53% of 320,000 active; AID 2130;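 active = inhibition above the campaign mean of all compounds plus 3 SD, cut at about 26% in these data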;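 also: competitive labeling of PME-1 active site by serine hydrolase directed probe; 0% = PME-1 with DMSO and 100% = wells lacking PME-1 enzyme; inhibitors block probe labeling so polarization falls and inhibition rises; many of its hits are not listed in these tables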
# Target sequence (Q9Y570 whole entry, looked up): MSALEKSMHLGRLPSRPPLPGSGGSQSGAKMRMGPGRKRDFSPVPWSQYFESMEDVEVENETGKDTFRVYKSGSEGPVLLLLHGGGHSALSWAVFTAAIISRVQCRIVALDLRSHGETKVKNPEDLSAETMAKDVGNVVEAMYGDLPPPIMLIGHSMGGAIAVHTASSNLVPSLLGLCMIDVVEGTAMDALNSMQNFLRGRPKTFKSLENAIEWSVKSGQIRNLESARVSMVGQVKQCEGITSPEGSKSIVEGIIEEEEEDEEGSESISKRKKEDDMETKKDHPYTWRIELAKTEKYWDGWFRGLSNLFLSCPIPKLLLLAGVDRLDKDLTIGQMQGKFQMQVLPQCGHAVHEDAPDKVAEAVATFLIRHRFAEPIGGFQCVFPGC
# BCLXL inh = Bcl-xL (human) inhibition; GST-Bcl-xL / FITC-Bim BH3 peptide fluorescence polarization; inhibition, % at 10.9 µM; 0.7% of 320,000 active; AID 2129;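 active = inhibition above the mean of all tested compounds plus 3 SD, cutoff set per campaign, cut at about 30% in these data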;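 also: 0% = DMSO wells and 100% = unlabeled Bim-BH3 peptide competitor; inhibitors lower millipolarization by displacing the labeled peptide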
# Target sequence (Q07817 whole entry, looked up): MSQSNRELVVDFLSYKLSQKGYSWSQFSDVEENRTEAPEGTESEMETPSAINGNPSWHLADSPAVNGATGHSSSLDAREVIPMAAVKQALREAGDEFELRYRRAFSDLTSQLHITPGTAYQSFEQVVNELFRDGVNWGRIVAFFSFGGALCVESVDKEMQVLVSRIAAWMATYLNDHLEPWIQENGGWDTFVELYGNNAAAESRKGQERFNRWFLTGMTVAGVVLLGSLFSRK
# An asterisk follows results filed as active; ? = inconclusive; . = no result given. An excerpt; count on the stated rates, not on these rows.
# Below each SMILES – MCL1 BIM primary | MEX-5 binding | TPT1 inh | PAD4 FP inh | GSTO1 counter | GLD-1 RNA inh | Fam108B inh | PME-1 primary | BCLXL inh
CCN1C(=O)/C(=C\N2CCN(C)CC2)SC1=S
  5 | -0.3 | -2 | -4 | 0 | 5 | -5 | -8 | 6
C/C(=C1/SC(N2CCCC2)=NC1=O)c1ccc(Br)cc1
  -3 | -1.9 | 3 | -2 | 1 | 6 | -2 | -1 | -2
Cc1ccc(C(=O)Oc2ccccc2C(=O)N2CCOCC2)cc1
  9 | -1.1 | -4 | -2 | -5 | 0 | 0 | 0 | 3
Cc1cccc(C)c1-n1c(C)cc(/C=N/NC(=O)c2ccncc2)c1C
  7 | 0.4 | 2 | -5 | 3 | 3 | 2 | 1 | 5
COc1cc(C(C[N+](=O)[O-])c2c(C)[nH]c3ccccc23)cc(OC)c1OC (stereo not drawn)
  8 | -0.3 | 2 | 0 | 5 | 4 | 0 | -3 | 6
O=C(COC(=O)Cc1ccc(Br)cc1)NC1CC1
  3 | . | . | -3 | . | 2 | . | 10 | 7
O=C(/C=C\c1ccc(-c2ccccc2)o1)c1ccccc1
  3 | 0.7 | 14 | -8 | 3 | -1 | 0 | -3 | 2
N#CCSc1n[nH]c2nc3c(c(=O)n12)C1(CCCC1)Cc1ccccc1-3
  27 | -1.1 | -8 | 0 | -13 | 4 | 9 | -4 | 14
CSCCC(NC(=O)c1ccccc1Br)C(=O)N1CCCCCCC1 (stereo not drawn)
  2 | -1.6 | -1 | 0 | 1 | 4 | 1 | 2 | 0
CCOC(=O)C1=C(C)Nc2nnnn2C1c1c[nH]c2ccccc12 (stereo not drawn)
  -1 | -0.1 | 2 | 4 | -1 | 4 | 2 | 6 | -3
CCOC(=O)CC(=O)Nc1ccsc1C(N)=O
  1 | -1.1 | -3 | 2 | 1 | -9 | 1 | 1 | 3
O=C(NCCNC(=O)c1cccnc1)c1ccc(Br)cc1
  7 | -0.7 | -3 | -3 | -5 | 4 | 2 | 7 | 5
O=C(c1cccs1)N1CCN(c2nnc(-c3ccccc3)c3ccccc23)CC1
  -1 | -0.4 | -1 | -3 | -2 | 4 | 3 | 7 | -1
CC12CC3(C)CC(C)(C1)CC(C(=O)NCC(=O)O)(C2)C3
  6 | 1.6 | 0 | -2 | 1 | -1 | -1 | -1 | 1
COc1ccc(-c2nc(C#N)c(NCCCN(C)C)o2)cc1OC
  2 | 1.6 | 0 | 1 | 9 | -1 | 0 | -9 | 1
C/C(=N\NC(N)=O)c1cc(Cl)cc(Cl)c1O
  1 | -0.7 | 1 | -2 | 11 | 0 | -4 | -3 | 2
O=C1CN(C(=O)c2ccccc2Cl)c2ccccc2N1
  15 | -2.2 | 1 | 1 | 2 | 8 | 3 | 2 | 8
CC(C)N1CCc2c(sc(NC(=O)c3ccc(S(=O)(=O)N(C)CC4CCCO4)cc3)c2C(N)=O)C1 (stereo not drawn)
  -4 | ? | 20 | -2 | -13 | -1 | 0 | 3 | 4
CC(=O)Nc1ccc(OCC(=O)N2CCC(Cc3ccccc3)CC2)cc1
  0 | 1.2 | -2 | 2 | 6 | 3 | 5 | -2 | -1
CC1(c2ccco2)NC(=O)NC1=O (stereo not drawn)
  -1 | -1.6 | 0 | -4 | -9 | -1 | 0 | 3 | -1
Cc1nc2ccccc2n1/N=C/c1cccnc1
  5 | 1.4 | -2 | 1 | 1 | 1 | -2 | 3 | 5
COc1ccc(-c2noc(CSc3nc(-c4ccccc4)cc(=O)[nH]3)n2)cc1
  -9 | -2.1 | -1 | 0 | 2 | 2 | -8 | -8 | -10
CCOC(=O)C1CCN(Cc2ccc(F)cc2F)CC1
  -1 | 1.3 | 0 | -2 | 7 | 8 | 0 | 0 | 0
CC(=O)Nc1ccc(NC(=O)CN(C)S(=O)(=O)c2ccc3nc(C)sc3c2)cc1
  4 | 0.6 | 0 | -2 | 2 | 2 | -4 | 0 | 9
CCN(CC)C(=O)CSc1nnc(-c2ccc(F)cc2)n1N
  3 | -0.1 | -3 | 1 | 2 | -5 | -1 | 0 | 3
O=C(c1ccccc1)N1CCN(C(=O)c2ccccc2)C1c1ccccc1
  1 | 0.0 | -4 | 2 | -3 | 3 | 3 | -3 | 3
Cc1c(Cl)cn2c(=O)cc(CN(C)Cc3nc4ccccc4c(=O)[nH]3)nc2c1Cl
  8 | 2.0 | -5 | -9 | 2 | -1 | 11 | -2 | 11
O=C1CCCc2c1nc(-c1ccc(F)cc1)n2O
  7 | 0.6 | 1 | 0 | 1 | 7 | 0 | -7 | 5
CCOC(=O)c1cnc2c(C(=O)OC)cccc2c1NCc1cccnc1
  4 | -0.6 | -2 | 1 | 5 | 1 | -2 | -5 | 3
CN(C)c1ccc(/C=N/NC(=O)CNC(=O)c2ccncc2)cc1
  2 | 1.0 | 1 | 1 | -3 | 4 | -2 | 3 | 4
COc1ccc(N2C(=O)CN=C2Nc2cccc(C)c2C)cc1OC
  4 | 4.3 | -4 | -7 | -3 | 4 | -3 | 1 | 1
Cc1c(C(=O)c2ccc(N(C)C)cc2)c2ccccn2c1CCC#N
  6 | -3.3 | 7 | 3 | 17 | -4 | 5 | 4 | 7
Cc1nn(-c2ccccc2)c(N)c1C1(O)C(=O)N(C(C)C)c2ccccc21 (stereo not drawn)
  -2 | 0.1 | 3 | -1 | -2 | 15 | -2 | 1 | 2
O=C(Nc1ccc(Cl)c(C(F)(F)F)c1)c1ccncc1
  -2 | -1.3 | -1 | -2 | 6 | 0 | -5 | 4 | 6
O=C1C(=O)N(c2ccccn2)C(c2cccc([N+](=O)[O-])c2)/C1=C(/O)c1ccc(Br)cc1 (stereo not drawn)
  -1 | -1.5 | 2 | -4 | -8 | 1 | 8 | -5 | -3
Cc1c(N(C)CS(=O)(=O)O)c(=O)n(-c2ccccc2)n1C
  12 | . | -3 | 0 | 4 | 1 | 2 | -1 | 8
CN(C)C(CNC(=O)CCNS(=O)(=O)c1ccccc1C(F)(F)F)c1ccccc1 (stereo not drawn)
  7 | . | . | 5 | . | 0 | . | -4 | 5
Cc1ccc(Cn2c(C3CCCN3c3nc(-c4ccc(F)cc4)cs3)nc3cc(Cl)c(Cl)cc32)cc1 (stereo not drawn)
  2 | 0.7 | 0 | -7 | -1 | -5 | -4 | 3 | -3
O=C(CNC(c1ccccc1)c1ccccc1)Nc1ccccc1F
  0 | -2.4 | 1 | -1 | -1 | 1 | 2 | 2 | 6
O=S(=O)(c1ccccc1)N1CCN=C1SCc1cccc(Cl)c1
  -10 | -1.1 | 2 | 5 | 4 | 2 | 4 | 1 | 0

# Later entries
molecule,MCL1 BIM primary,MEX-5 binding,TPT1 inh,PAD4 FP inh,GSTO1 counter,GLD-1 RNA inh,Fam108B inh,PME-1 primary,BCLXL inh
CCCOC(=O)c1ccc(NC(=O)CCC(=O)OCC)cc1,4,-3.2,-4,2,-4,6,3,-3,2
O=C(Cc1cccs1)N1CCN(S(=O)(=O)c2cc(Cl)ccc2Cl)CC1,6,-0.6,1,-4,-4,-1,-2,4,1
COc1ccc(C2C(C(=O)OC(C)C)=C(C)N=c3s/c(=C\c4cccs4)c(=O)n32)cc1 (stereo not drawn),0,-2.4,12,-2,-13,-4,-4,1,-2
Cc1cc(C)nc(NS(=O)(=O)c2ccc(NC(=S)NC(=O)C(C)(C)C)cc2)n1,6,0.6,-2,-5,1,7,2,-2,3
O=C1[C@@H]2[C@H](C(=O)N1n1cnnc1)[C@H]1C=C[C@@H]2C1,10,0.9,-1,-4,4,11,-2,-4,4
COCCNC(=S)N1CCN(c2nc(-c3ccc(F)cc3)cs2)CC1,1,0.4,-2,-2,5,-10,7,1,0
Cc1cccc(NC(=O)c2nc[nH]c2C(=O)Nc2cccc(C)c2)c1,5,-1.0,-2,0,3,9,-3,3,-2
CCN1C(=O)[C@@H]2[C@@H](c3ccc(-c4ccc(Cl)c(Cl)c4)c(OC)c3)N3CCCC[C@@]3(C(=O)OC)[C@@H]2C1=O,9,4.1,1,0,0,5,-2,-1,5
COc1cc(C(=O)N2CCN(C(=O)C3CC3)CC2)cc(OC)c1OC,-4,0.5,0,-2,-6,4,2,-1,0
CCOc1c(CNCCN2CCOCC2)cccc1OC,7,-2.8,0,3,-6,0,0,6,7

# Filtered by structure, the entries above with an NH in an aromatic ring
molecule,MCL1 BIM primary,MEX-5 binding,TPT1 inh,PAD4 FP inh,GSTO1 counter,GLD-1 RNA inh,Fam108B inh,PME-1 primary,BCLXL inh
COc1cc(C(C[N+](=O)[O-])c2c(C)[nH]c3ccccc23)cc(OC)c1OC (stereo not drawn),8,-0.3,2,0,5,4,0,-3,6
N#CCSc1n[nH]c2nc3c(c(=O)n12)C1(CCCC1)Cc1ccccc1-3,27,-1.1,-8,0,-13,4,9,-4,14
CCOC(=O)C1=C(C)Nc2nnnn2C1c1c[nH]c2ccccc12 (stereo not drawn),-1,-0.1,2,4,-1,4,2,6,-3
COc1ccc(-c2noc(CSc3nc(-c4ccccc4)cc(=O)[nH]3)n2)cc1,-9,-2.1,-1,0,2,2,-8,-8,-10
Cc1c(Cl)cn2c(=O)cc(CN(C)Cc3nc4ccccc4c(=O)[nH]3)nc2c1Cl,8,2.0,-5,-9,2,-1,11,-2,11
Cc1cccc(NC(=O)c2nc[nH]c2C(=O)Nc2cccc(C)c2)c1,5,-1.0,-2,0,3,9,-3,3,-2

# Later entries:
molecule,MCL1 BIM primary,MEX-5 binding,TPT1 inh,PAD4 FP inh,GSTO1 counter,GLD-1 RNA inh,Fam108B inh,PME-1 primary,BCLXL inh
CC(=O)c1ccc(N2CCN(C(=O)Nc3ccc(C)cc3)CC2)cc1,-5,-2.4,-2,-2,5,0,-5,-5,-1
CCc1noc(C)c1C(=O)OCC(=O)Nc1ncc(Cl)cc1Cl,0,0.8,1,-1,1,4,3,0,0
O=C(/C=C/c1ccc(Cl)cc1Cl)Nc1ccc(CN2CCOCC2)cc1,-7,-2.0,-5,0,-19,0,-3,11,-1
COc1ccc(C(CC(=O)N2CCCCC2)c2c(OC)cc(OC)c3ccc(=O)oc23)cc1 (stereo not drawn),6,0.0,0,0,7,3,1,-2,7
Cc1cccc(NC(=O)C2CCCN(S(=O)(=O)c3cccc4nsnc34)C2)c1 (stereo not drawn),8,0.2,0,-2,12,3,3,-8,5
CC1SC2(NC1=O)C1CC3CC(C1)CC2C3 (stereo not drawn),11,-2.4,-2,2,10,4,-5,5,4
Cc1cc(Cl)ccc1NC(=O)C1CCN(S(C)(=O)=O)CC1,2,-1.4,0,2,-3,8,-3,-1,2
Cc1cc(NC(=O)CSc2nnc(C3CC3)n2-c2ccccc2)no1,0,2.1,-1,5,-5,13,-2,-3,-1
COc1ccc(CCN2CC(C(=O)O)CC2=O)cc1 (stereo not drawn),5,-1.3,1,2,4,2,-2,2,-1
O=[N+]([O-])c1ccc(N2CCOCC2)cc1NCc1ccccc1,1,4.9,-5,-3,4,5,2,2,1
Cc1cc(C)cc(SCc2noc(C(=O)NCc3ccccc3)c2C(=O)NCc2ccccc2)c1,1,1.7,-2,-1,-2,1,0,1,-6
CC1CCC2(CC1)NC(=O)N(CC(=O)Nc1nc(-c3ccc(F)cc3)cs1)C2=O (stereo not drawn),-2,.,6,-1,-2,-6,-2,-10,-5
